High-throughput results deposited in PubChem by several laboratories.
FAS-TE inh = FAS thioesterase domain inhibitors, primary screen, biochemical, fluorescence intensity, uHTS. Fatty acid synthase (Homo sapiens), P49327. recombinant FAS-TE, OMFH fluorogenic substrate, fluorescence endpoint. inhibition, % at 15 µM. 360,000 compounds, 0.67% hits. AID 602261, 2012;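 active = compounds whose normalised, plate-corrected inhibition of enzyme fluorescence in the single-dose primary screen is 50% or more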;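 also: 0% = DMSO with enzyme and 100% = substrate without enzyme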
Target sequence (P49327 whole entry, looked up, the tested form may be a part): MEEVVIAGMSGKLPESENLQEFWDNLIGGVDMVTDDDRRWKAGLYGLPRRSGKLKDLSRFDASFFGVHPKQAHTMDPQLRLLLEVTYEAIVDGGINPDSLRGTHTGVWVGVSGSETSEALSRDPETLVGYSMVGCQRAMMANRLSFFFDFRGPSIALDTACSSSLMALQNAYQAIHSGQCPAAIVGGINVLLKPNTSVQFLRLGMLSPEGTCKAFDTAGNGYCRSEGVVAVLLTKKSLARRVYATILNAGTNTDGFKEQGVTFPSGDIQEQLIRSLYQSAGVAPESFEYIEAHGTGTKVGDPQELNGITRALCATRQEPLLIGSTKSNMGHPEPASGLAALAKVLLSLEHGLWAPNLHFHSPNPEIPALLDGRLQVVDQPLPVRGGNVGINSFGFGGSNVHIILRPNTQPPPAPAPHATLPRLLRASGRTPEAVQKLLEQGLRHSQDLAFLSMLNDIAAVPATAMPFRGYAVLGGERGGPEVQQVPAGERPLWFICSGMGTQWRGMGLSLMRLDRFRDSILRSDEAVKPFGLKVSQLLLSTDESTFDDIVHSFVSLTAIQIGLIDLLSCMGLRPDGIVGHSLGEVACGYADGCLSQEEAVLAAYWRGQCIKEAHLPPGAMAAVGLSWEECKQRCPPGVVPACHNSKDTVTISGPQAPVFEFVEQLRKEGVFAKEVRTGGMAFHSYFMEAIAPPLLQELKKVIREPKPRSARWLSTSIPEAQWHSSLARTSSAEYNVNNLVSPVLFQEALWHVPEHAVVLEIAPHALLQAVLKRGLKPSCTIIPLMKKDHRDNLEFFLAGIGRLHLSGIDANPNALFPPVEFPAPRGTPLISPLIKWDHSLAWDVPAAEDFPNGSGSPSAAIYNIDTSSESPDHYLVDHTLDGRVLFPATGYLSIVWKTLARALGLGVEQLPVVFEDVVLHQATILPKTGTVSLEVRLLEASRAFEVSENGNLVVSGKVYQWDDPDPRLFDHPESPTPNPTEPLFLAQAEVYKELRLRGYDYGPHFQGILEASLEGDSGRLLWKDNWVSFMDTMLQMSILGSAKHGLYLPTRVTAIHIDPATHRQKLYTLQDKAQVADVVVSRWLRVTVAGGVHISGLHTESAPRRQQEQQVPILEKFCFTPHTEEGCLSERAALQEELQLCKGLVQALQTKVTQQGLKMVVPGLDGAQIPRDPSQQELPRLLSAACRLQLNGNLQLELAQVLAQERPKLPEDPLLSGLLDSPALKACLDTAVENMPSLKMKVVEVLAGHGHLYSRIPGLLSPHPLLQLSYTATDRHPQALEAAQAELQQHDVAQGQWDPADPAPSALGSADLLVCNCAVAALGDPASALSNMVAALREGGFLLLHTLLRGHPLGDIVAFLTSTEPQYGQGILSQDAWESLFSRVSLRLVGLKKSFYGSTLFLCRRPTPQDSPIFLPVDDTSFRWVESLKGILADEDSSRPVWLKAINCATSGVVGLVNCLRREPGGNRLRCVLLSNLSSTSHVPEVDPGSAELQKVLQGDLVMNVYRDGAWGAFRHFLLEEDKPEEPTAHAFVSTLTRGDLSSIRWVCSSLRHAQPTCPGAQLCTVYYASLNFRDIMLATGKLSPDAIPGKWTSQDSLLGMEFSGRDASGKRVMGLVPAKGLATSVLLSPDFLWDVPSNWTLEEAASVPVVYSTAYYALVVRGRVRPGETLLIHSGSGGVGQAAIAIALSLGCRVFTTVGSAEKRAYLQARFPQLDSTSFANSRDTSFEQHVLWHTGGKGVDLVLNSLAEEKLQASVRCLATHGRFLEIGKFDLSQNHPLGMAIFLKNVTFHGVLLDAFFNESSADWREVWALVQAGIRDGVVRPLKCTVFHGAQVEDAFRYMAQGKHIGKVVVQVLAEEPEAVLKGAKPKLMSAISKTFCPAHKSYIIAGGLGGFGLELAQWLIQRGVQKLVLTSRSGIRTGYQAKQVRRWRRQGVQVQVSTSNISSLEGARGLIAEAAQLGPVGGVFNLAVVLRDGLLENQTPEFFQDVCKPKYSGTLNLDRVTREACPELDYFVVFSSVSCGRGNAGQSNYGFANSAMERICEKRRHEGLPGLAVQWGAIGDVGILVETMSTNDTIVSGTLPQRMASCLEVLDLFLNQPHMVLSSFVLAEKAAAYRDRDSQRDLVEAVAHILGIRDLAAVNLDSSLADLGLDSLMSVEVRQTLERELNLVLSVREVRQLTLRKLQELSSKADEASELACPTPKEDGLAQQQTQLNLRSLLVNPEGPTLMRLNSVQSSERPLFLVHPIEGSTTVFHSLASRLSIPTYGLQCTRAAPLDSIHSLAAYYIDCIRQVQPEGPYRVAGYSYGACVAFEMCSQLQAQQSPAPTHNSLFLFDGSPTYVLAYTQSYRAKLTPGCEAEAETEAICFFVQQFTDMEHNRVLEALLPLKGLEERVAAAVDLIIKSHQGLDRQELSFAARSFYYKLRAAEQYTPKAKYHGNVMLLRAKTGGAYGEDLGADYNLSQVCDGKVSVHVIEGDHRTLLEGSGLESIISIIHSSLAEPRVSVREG
MT1-MMP act inh = blockers of MT1-MMP proenzyme processing, primary screen, HT1080 RFP-PRO-GFP cells, GFP/RFP fluorescence; Matrix metalloproteinase-14 (Homo sapiens), P50281; GFP/RFP ratio fluorescence, overnight; percent of plate control window, DMSO zero; GFP/RFP ratio change, % at 20 µM; 360,000 compounds, 0.061% hits;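 active = GFP/RFP ratio change of at least 30% with cell ATP level not reduced by more than half and red fluorescence within 50% of control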; also: strong numbers were not always called active
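Read-out: GFP/RFP fluorescence ratio; Test system: RFP-PRO-GFP reporter HT1080 cells; Compound dosing: single-point 20 µM compound, 1% DMSO; Times: overnight compound exposure at 37 °C.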
E coli Lon inh = inhibitors of E. coli Lon protease, primary screen, biochemical, fluorescence polarization | inhibition, % at 7.94 µM | purified E. coli Lon protease | P0A9M0 | 360,000 compounds, 0.42% hits | AID 602123, 2011; in the data active = inhibition above about 13%, passing the limit was not always enough;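 also: 0% = enzyme with probe and DMSO and 100% = no enzyme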
SKN-1 inh = suppressors of acrylamide-induced Pgst-4::GFP reporter in worms, primary screen, SKN-1 inhibitor project, whole organism, uHTS, GFP/RFP fluorescence ratio, strain VP596; AID 624304, 2012; C. elegans VP596 Pgst-4::GFP/RFP ratio, 24 h; 360,000 compounds, 0.49% hits; inhibition, % at 21.8 µM;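 active = interference check ratio from 0.5 to 1.5 plus GFP to RFP signal ratio inhibition reaching or exceeding a fixed threshold, cut at about 30% in these data, passing the limit was not always enough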; also: some compounds called inactive have numbers as strong as hits
Rin1-Abl PPI inh = inhibitors of Rin1-Abl protein binding, primary screen, biochemical, TR-FRET; AID 588664, 2011; inhibition, % at 7.35 µM; Tyrosine-protein kinase ABL1 (Homo sapiens) + Ras and Rab interactor 1 (Homo sapiens), …; 360,000 compounds, 0.4% hits; in the data active = inhibition above about 5%, passing the limit was not always enough
MsrA act = bovine MsrA enzyme activators, primary screen, biochemical, absorbance, HTS. Methionine sulfoxide reductase A (Bos taurus). purified bovine MsrA, absorbance read-out. activation, % at 10.6 µM. 360,000 compounds, 0.3% hits. AID 602163, 2012; in the data active = activation above about 7.5%;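 also: 0% = vehicle and 100% = reference activator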
NRP1-CendR mod = modulators of CendR peptide binding to NRP-1, primary screen, biochemical, fluorescence polarization, uHTS; FAM-RPARPAR peptide binding to NRP-1; AID 602438, 2012; inhibition, % at 25 µM; 360,000 compounds, 0.85% hits;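 active = inhibition or corrected inhibition above about 18%, plus a signal ratio from 0.5 to 1.5, limit read from the data, passing the limit was not always enough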; also: strong numbers were not always called active
MLLE-PAM2 inh = inhibitors of PABP1 MLLE–PAM2 peptide binding, primary screen, biochemical, fluorescence polarization, FITC-PAM2, GST-MLLE; inhibition, % at 20 µM; 360,000 compounds, 0.36% hits; Polyadenylate-binding protein 1 (Homo sapiens), P11940; in the data active = inhibition above about 35%, passing the limit was not always enough;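 also: plate controls were DMSO wells with GST-MLLE for no effect and wells lacking GST-MLLE protein for full effect; some results filed as inactive read as strong as hits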
Neddylation inh = inhibitors of cullin neddylation, primary screen, biochemical, TR-FRET, uHTS, NAE and Ubc12. 360,000 compounds, 0.58% hits. NEDD8-conjugating enzyme Ubc12 (Homo sapiens) + NEDD8-activating enzyme E1 regulatory …. calls only at 25 µM; in the data active = inhibition above about 36%
* = called active by the depositor; i = inactive; x = not tested or not shown.

SMILES	FAS-TE inh	MT1-MMP act inh	E coli Lon inh	SKN-1 inh	Rin1-Abl PPI inh	MsrA act	NRP1-CendR mod	MLLE-PAM2 inh	Neddylation inh
COc1ccccc1Nc1ncccc1C(=O)NCc1ccccc1	17	3	0	-10	4	3	-3	-6	i
O=C(NCc1cccnc1)c1cn(-c2ccccc2)nc1-c1cccs1	3	7	-8	-1	2	-5	6	1	i
O=C(COC(=O)/C=C/c1cccc(F)c1)Nc1cccc(S(=O)(=O)NC2=NCCCCC2)c1	0	-1	-5	-9	-1	-3	-6	-5	i
Cc1ccc(NC(=O)CSc2ccc(-c3ccco3)nn2)c(C)c1	-3	-6	6	-15	0	-2	2	8	i
C[C@H](NC(=O)c1ccccc1Cl)C(=O)OCCOc1cccc(Cl)c1	15	0	5	-11	3	1	-2	8	i
O=C(O)C1=C[C@@H](c2coc3ccccc3c2=O)C[C@@H](OCCCCO)O1	-14	-5	-6	4	2	-3	-25	-9	i
CCc1nc2ccccc2c(C(=O)Nc2cccc(C)c2)c1C	2	-1	3	-29	1	-2	1	-1	i
Cc1cc2c(cc1C)[n+](C)cn2CC(O)COCc1ccccc1 (centres undefined)	-4	-5	-3	6	0	-2	12	-116	i
COc1ccc(-n2c(SCC(=O)Nc3cccc(S(N)(=O)=O)c3)nc3ccccc3c2=O)cc1OC	-4	-4	9	-4	3	-3	1	-1	i
Cc1nc(Nc2ccccc2O)c2oc3ccccc3c2n1	-6	3	-8	-17	2	-6	3	6	i
COc1ccc(S(=O)(=O)NCCC(=O)OCc2cc(=O)oc3cc(C)ccc23)cc1[N+](=O)[O-]	6	-2	5	19	0	-3	-3	1	i
COc1ccc(CCNC(=O)c2ccc(NC(=O)CC3SC(N4CCCC4)=NC3=O)cc2)cc1 (centres undefined)	-5	0	-4	-13	1	0	-2	8	i
CCCCCC(=O)Nc1cccc(C2=NOC3(C2)C[C@@H](C(N)=O)N(C(=O)c2cc([N+](=O)[O-])cc([N+](=O)[O-])c2C)C3)c1 (some centres undefined)	36	-6	-5	-26	-1	-8	-7	-16	i
CCOC(=O)c1c(C)n(-c2ccc(C)cc2)c2ccc(OCC(O)CN3CCN(C)CC3)cc12 (centres undefined)	-10	1	-5	6	6	-6	0	-11	i
COc1ccc(C(=O)Nc2cccc(-c3ccc(N4CCOCC4)nn3)c2)cc1OC	-6	6	8	7	-4	-3	-6	1	i
Cc1ccc(-c2nc(-c3ccccn3)no2)cc1	-8	1	-11	17	-2	-2	-1	3	i
COCCN1CCn2c(nc3cc(Nc4nnc(C)c5ccccc45)ccc32)C1	-6	1	-4	6	-3	-4	-1	1	i
O=C(COC(=O)c1cnccn1)c1ccccc1	-8	4	3	-24	-2	-2	9	1	i
COc1ccccc1NS(=O)(=O)c1cccc(C(=O)N/N=C(/C)c2ccc(-n3ccnc3)cc2)c1	2	0	7	20	-1	-1	-4	-14	i
Cc1c(Cl)cccc1-c1ccc(C(=O)N2CCN(c3ccc([N+](=O)[O-])cc3)CC2)o1	24	-8	1	19	0	0	15	7	i
CCC(=O)c1ccc(OCC(=O)OCC(=O)Nc2c(C)n(C)n(-c3ccccc3)c2=O)cc1	-8	1	-18	1	0	-3	-9	9	i
CCOc1cc(/C=N/Nc2nc(=O)[nH]nc2C)ccc1O	-5	7	-10	6	1	-6	9	2	i
CN(C)C(/C=C/Nc1ccc([N+](=O)[O-])cc1)=C(C#N)C#N	4	0	-5	-6	2	-2	4	-3	i
CC(OC(=O)c1ccc(NC(=O)CC#N)cc1)C(=O)NC(c1ccccc1)c1ccccc1 (centres undefined)	-2	-2	-20	21	-3	-3	-44	-33	i
CCOC(=O)C1CCCCN1Cc1cc(Cl)ccc1O (centres undefined)	8	-5	-1	-1	-3	-1	10	8	i

The list goes on.
SMILES	FAS-TE inh	MT1-MMP act inh	E coli Lon inh	SKN-1 inh	Rin1-Abl PPI inh	MsrA act	NRP1-CendR mod	MLLE-PAM2 inh	Neddylation inh
COc1ccc(C(=O)c2ccc(Cl)cc2)c2ccccc12	22	1	-7	-9	-4	-9	-12	17	i
CNc1cncc(-c2ccc(OCCCN(C)C)nc2)n1	-9	-3	0	7	-3	-4	1	7	x
CCOC(=O)CSc1ncc(-c2ccc([N+](=O)[O-])cc2)[nH]1	2	4	-7	1	-4	-4	3	5	i
CC(C)Oc1ccc(CCNC(=O)CC2C(=O)NCCN2C)cc1 (centres undefined)	-8	0	-7	-10	4	-8	-5	3	i
CS(=O)(=O)N1CCN(c2ccc([N+](=O)[O-])c(NCCN3CCOCC3)c2)CC1	-7	8	-2	-2	-11	-14	-1	-5	i
CC(C)(C)C(=O)COC(=O)c1ccc(O)cc1	-7	2	-4	-5	1	-11	2	-2	i
CN(Cc1ccco1)Cc1ccc(O)c2ncccc12	5	-1	-3	6	-1	-8	4	-5	i
COc1ccc(NC(=O)/C(C#N)=C/C=C/c2ccco2)cc1	-4	-8	-4	14	0	-5	-9	14	i
COc1ccc(CNC(=O)[C@H](C)NC(=O)C2CCN(S(=O)(=O)c3ccc(F)cc3)CC2)cc1	-5	1	-6	3	0	0	1	11	i
COc1ccc(C(=O)NCC(C)(C)N2CCOCC2)cc1S(=O)(=O)N1CCCC1	-4	3	-9	6	1	-2	0	6	i
CCCCCCOc1ccc(C(CC(N)=O)C(=O)O)cc1 (centres undefined)	0	-9	3	6	-1	-2	5	-12	i
Cc1nc(NC(=S)NC(=O)COc2ccccc2Cl)ccc1Br	-6	1	-6	6	0	-2	-11	-92	i
CCCCNC(=O)CCC(=O)Nc1ncc(-c2ccc(C)cc2)n1C	-4	-2	1	-14	-3	-2	11	-2	i
CCCn1c(C)cc(/C=C(\C#N)C(=O)OCC(=O)NC(=O)NCC)c1C	0	4	2	-15	-2	-3	-2	16	i
COc1ccc(/C=N\NC(=O)CNC(=O)C(c2ccccc2)c2ccccc2)cc1[N+](=O)[O-]	54*	1	2	-7	1	-2	-9	-3	i
C/C(=N\N1CCN(C2c3ccccc3-c3ccccc32)CC1)c1ccco1	5	-3	8	1	3	-3	-15	16	i
O=C(Nc1ccc(OC(=O)c2cccnc2)cc1)c1cccnc1	-7	-4	1	11	2	-2	10	-5	i
O=C(Cc1ccc(-n2cccc2)cc1)NCc1cccs1	-9	1	-3	-3	-2	-3	2	-3	i
COc1ccc(CNC(=O)C2CCN(S(=O)(=O)c3ccc4nc5c(c(C(=O)O)c4c3)CC(C)CC5)CC2)cc1 (centres undefined)	-7	1	-3	21	0	-1	-8	-13	i
Cc1ccc(NC(=O)CCN2CC(C)OC(C)C2)cc1 (centres undefined)	-4	-3	-6	20	1	0	9	2	i
Clc1ccc(N2CCCCCC2)nn1	-7	3	-6	13	0	0	8	-8	i
CCOC(=O)C1C(=O)NC(SC)=C(C#N)C1c1ccccc1F (centres undefined)	-6	-1	-6	-1	-1	-2	-1	9	i
CN1CCN(C(=O)C2CCC(=O)N(Cc3cccc(C(F)(F)F)c3)C2)CC1 (centres undefined)	-7	1	-17	6	-3	-4	-2	-13	i
COc1ccc(Nc2ccc(S(=O)(=O)N3CCCCC3)cc2[N+](=O)[O-])cc1	28	5	-1	1	0	-9	17	9	i
Cc1ccc(NC(N)=S)cc1C	-8	5	-9	-3	-2	-9	-7	-17	i

Additional compounds:
SMILES	FAS-TE inh	MT1-MMP act inh	E coli Lon inh	SKN-1 inh	Rin1-Abl PPI inh	MsrA act	NRP1-CendR mod	MLLE-PAM2 inh	Neddylation inh
CCOc1ccc(N(CC(=O)Nc2cccc(Cl)c2)S(=O)(=O)c2c(C)noc2C)cc1	29	-7	-6	2	2	-7	-6	-4	i
COc1ccc(-c2cc(C3CC3)nc(SCC(=O)c3cccs3)c2C#N)cc1	23	-21	8	-2	-4	-2	-5	1	i
CN(CC(=O)Nc1ccc(F)c(F)c1F)C(=O)C1(c2ccccc2)CC1	-7	-3	0	14	1	-4	4	1	i
O=c1ccn([C@@H]2O[C@H](CNS(=O)(=O)c3cc4ccccc4s3)[C@@H](O)[C@H]2O)c(=O)[nH]1	-6	1	-3	12	2	-3	0	6	i
O=C(Cn1nc(C(=O)O)c2ccccc2c1=O)Nc1cccc(S(=O)(=O)N2CCCCC2)c1	3	9	-11	13	-2	-4	15	-1	i
N#Cc1cc([N+](=O)[O-])ccc1NCCCn1ccnc1	-1	-4	17	2	2	-14	0	-10	i
CC1C(=O)N(Cc2cn(CCC3OCCCO3)nn2)CCS(=O)(=O)N1Cc1ccc(-c2ccc(Cl)cc2)cc1 (centres undefined)	16	2	13*	17	-4	-2	3	10	i
C[C@@H]1CN([C@H](C)CO)S(=O)(=O)c2ccc(Br)cc2O[C@@H]1CN(C)C(=O)CN1CCOCC1	-8	1	-5	-14	3	-3	-2	8	i
COc1ccc(S(=O)(=O)Nc2ccc(C)c(S(=O)(=O)N3CCOCC3)c2)cc1[N+](=O)[O-]	-4	5	6	6	1	-6	-6	-1	i
Nc1nc(-c2ccco2)nn1C(=O)c1ccccc1	-2	1	1	1	2	-1	6	-2	i
Cc1cc(Nc2cccc([N+](=O)[O-])c2)n2c(nc3ccccc32)c1C#N	4	-28	-5	23	2	1	-3	19	i
COc1ccc(-c2csc(N(CCCN(C)C)C(=O)c3ccc(C(C)(C)C)cc3)n2)cc1	9	-3	-5	12	-3	-3	-6	0	i
Cc1nn(C)c(C)c1CNC(=O)c1cnn2c1NC(c1ccccc1)CC2C(F)(F)F (centres undefined)	-3	-1	5	9	-3	-2	-8	6	i
O=C1NC(=O)C2C1C(c1cccs1)NN2Cc1ccccc1 (centres undefined)	4	-2	-7	2	3	-4	-18	-2	i
CC1(C)CN(c2cccc(Br)c2)C1=O	-6	-3	-8	-11	5	-2	0	2	i
Cc1cccc2cc(C#N)c(SCC(=O)NCc3cccs3)nc12	-1	-2	-3	14	-8	-2	-20	-3	i
CCCCN(C(=O)c1cccc(S(=O)(=O)N(CC)c2ccccc2)c1)c1c(N)n(CCCC)c(=O)[nH]c1=O	-3	-1	-6	-11	5	-5	-8	-45	i
COc1cccc(N2C(=O)C3C(C2=O)C2C=CC3C23CC3)c1 (centres undefined)	-6	-1	2	31	4	-5	13	-1	i
O=C1c2ccccc2C(=O)N1CSc1nnnn1-c1ccccc1	-1	-1	2	18	-3	-1	7	-116	i
CC1(C(=O)NS(=O)(=O)c2cccc(F)c2)CCN1C(=O)Cc1ccccc1Cl (centres undefined)	-6	-1	-11	14	0	-3	2	8	i
CCc1nc2ccc(C(=O)Nc3ccc(Cl)c(Cl)c3)cn2c1N(C)Cc1ccc(OC)cc1	21	0	-2	-1	-4	-2	-16	-27	i
Cc1ccc(C(=O)NC2CCN(S(=O)(=O)c3ccc(F)cc3)CC2)cc1	-5	6	-4	-2	-2	-5	-1	3	i

Single values from the list.
`CNc1cncc(-c2ccc(OCCCN(C)C)nc2)n1` @ Rin1-Abl PPI inh = -3
`CS(=O)(=O)N1CCN(c2ccc([N+](=O)[O-])c(NCCN3CCOCC3)c2)CC1` @ MT1-MMP act inh = 8

Marked active in E coli Lon inh, of those listed so far:
Compound	MT1-MMP act inh	E coli Lon inh	SKN-1 inh	Rin1-Abl PPI inh	MsrA act	NRP1-CendR mod	MLLE-PAM2 inh	Neddylation inh
CC1C(=O)N(Cc2cn(CCC3OCCCO3)nn2)CCS(=O)(=O)N1Cc1ccc(-c2ccc(Cl)cc2)cc1 (centres undefined)	2	13*	17	-4	-2	3	10	i
